Dynein transport = dynein cargo transport inhibition | 3617.4 mouse cells, GR-EGFP nuclear translocation imaging; test concentration mostly 20 µM; stimulated with dexamethasone, 1 µM; stronger effect = lower value | z-score, hits read low | 220,000 tested, 0.47% active;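 active means plate z-score of nuclear minus cytoplasmic receptor signal below a set negative limit, without overly bright fluorescence or cell loss, cut at about -3.5 in these data, passing the limit was not always enough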;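 further: z-score of nuclear minus cytoplasmic ring GR-EGFP intensity difference per well; some compounds called inactive have numbers as strong as hits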
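Buffer or medium: Induction medium lacking tetracycline, stripped serum | Also added: Dexamethasone agonist, 1.0 µM final, for 30 min | Timing: 48 h induction, 1 h compound, 30 min dex at 37 °C | Detection: Formaldehyde fixation, Hoechst nuclear stain, 10x automated fluorescence imaging | Measure: Nuclear versus cytoplasmic GR-EGFP signal, averaged per well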
Ins promoter up = MIN6 insulin promoter up-regulation; MIN6 insulin promoter-GFP reporter, high-content imaging; stronger effect = higher value; z-score at 5 µM; 190,000 tested, 0.3% active;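 active means z-score above 3 at 5 µM with at least 500 cells counted in the well; inconclusive means wells under 500 cells, flagged as cytotoxic or low count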
WT yeast gro inh = growth inhibition of WT yeast, mitochondrial fusion screen. mitochondrial fusion phenotypic screen, WT strain. inhibition, % at 10 µM. 190,000 tested, 2.1% active. AID 1362; in the data active means inhibition above about 58%; tested in S. cerevisiae
MT stabilizer = microtubule stabilizers in HeLa cells. HeLa tubulin immunostaining HCS, 24 h; share of cells brighter than vehicle mean+2SD. % tubulin-high responders, % at 10 µM. 200,000 tested, 0.83% active. AID 2205;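 active means plate Z-score above 3 for both tubulin-high and condensed-nucleus cell shares, with cell loss under 80%, at 10 µM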;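 further: anti alpha tubulin signal scored within the nucleus-defined area of each cell; some results filed as inactive read as strong as hits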
XIAP displacement = small molecules displacing peptide from XIAP – biochemical, IAP family, fluorescence polarization (AID 1018); XIAP BIR domain, fluorescence polarization peptide displacement; higher % means a stronger effect; displacement, % at 20 µM; hits with a dose series show IC50 in µM; 200,000 tested, 0.007% active; in the data active means displacement above about 50%; further: a part of the inactive calls stands beside numbers as strong as those of hits
b-catenin transl = alters nuclear translocation of beta-catenin in HeLa cells. nuclear translocation activity, % at 5 µM. immunofluorescence imaging. 190,000 tested, 0.3% active;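 active means nuclear translocation activity above 50% at 5 µM, with a well cell count of 50 or more; inconclusive means wells under 50 cells across six images, flagged as toxic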;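 further: per-cell ratio of nuclear to cytoplasmic median beta-catenin stain intensity; plate controls were DMSO negative control for no effect and GSK-3 inhibitor IX positive control for full effect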
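Test system: human HeLa cells, endogenous beta-catenin. Times: 24 h compound exposure, 37°C. Measured by: beta-catenin immunofluorescence imaging with DAPI.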
CSM14.1 death rescue = rescue of cells from ER stress-induced death, primary screen, 384-well, CSM14.1, thapsigargin, ATP luminescence (AID 1222); one-dose cellular ATP content (survival), % at 20 µM; EC50 in µM for titrated hits; CSM14.1 thapsigargin-induced death rescue, ATP luminescence; higher % means a stronger effect; 190,000 tested, under 10 active;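 active means EC50 below 50 µM in the dose-response confirmation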;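 further: death triggered by thapsigargin at about 15 µM added after 2 h compound pretreatment; cell ATP read after overnight thapsigargin exposure of roughly 18 to 22 hours; normalized against plate controls of thapsigargin alone and 5% DMSO vehicle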
Autophagy HCS = autophagy modulation, high-content screen; AID 463193; calls only at 10 µM (by protocol); 190,000 tested, 0.98% active; MEF GFP-LC3 puncta imaging; test concentration mostly 10 µM;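 active means percentage of spot-positive cells more than 3 SD above its plate mean, without a fluorescence outlier flag or 80% toxicity; inconclusive means no clear call, values can overlap the other calls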;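 further: spot-positive cell cutoff set from DMSO-treated cells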
Hep lipid drop = hepatic lipid droplet formation modulation; AML12 mouse hepatocytes, oleate lipid droplets, BODIPY imaging; AID 1656; inhibition, % at 6.5 µM; 240,000 tested, 0.4% active;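 active means lipid droplet intensity inhibited by at least 50%, with more than 500 cells counted; inconclusive means wells with under 300 cells, treated as cytotoxic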
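Assay system: AML12 hepatocytes (mouse); Probe or stimulus: oleic acid at 100 µM to induce lipid droplet formation; Dosing: compound at 6.5 µM only; Schedule: compound with oleate, overnight; Detection: fluorescence imaging, 20x objective, two fields per well; Measure: % inhibition of lipid droplet signal.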
WT yeast gro inh mutant strain = recorded beside WT yeast gro inh, whose call it bears; inhibition, %; mitochondrial fusion phenotypic screen, mutant strain inhibition
Dynein transport cytoplasmic EGFP = also measured in Dynein transport; calls as there; z-score; measured here: cytoplasmic GR-EGFP intensity; stronger effect = higher value
Dynein transport nuclear GR-EGFP = recorded beside Dynein transport, whose call it bears; z-score; measured here: nuclear GR-EGFP intensity;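 lower value marks the stronger effect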
Dynein transport cell count = further read-out of Dynein transport, marked with its call; z-score; measured here: cell count per field
Ins promoter up cell count = further read-out of Ins promoter up, marked with its call; cell count; measured here: cytotoxicity, nuclei count;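 total cells summed across four imaged fields per well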
Hep lipid drop cells 6.5 µM = recorded beside Hep lipid drop, whose call it bears; cell count; measured here: cell count, cytotoxicity flag;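 cells counted across two imaged fields per well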
b-catenin transl cell count 5 µM = second read-out of b-catenin transl, no call of its own (marks repeat the call); cell count; measured here: cell count, cytotoxicity flag
MT stabilizer Hoechst-high % = second read-out of MT stabilizer, no call of its own (marks repeat the call); % Hoechst-high responders; measured here: nuclear condensation Hoechst responders;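 share of cells brighter than vehicle mean plus two SD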
MT stabilizer cytotoxicity % = further read-out of MT stabilizer, marked with its call; toxicity, %; measured here: cytotoxicity by cell density;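 0% = mean cell density of plate MIN control wells and 100% = no cells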
Autophagy HCS cell loss 18 h = recorded beside Autophagy HCS, whose call it bears; toxicity, %; measured here: cell loss, nuclei count;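 cell loss after 18 h compound exposure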
* marks the source's active call; other numbers are inactive results; i = inactive; u = inconclusive; x = no result given.

no.	mol	Dynein transport	Dynein transport cytoplasmic EGFP	Dynein transport nuclear GR-EGFP	Dynein transport cell count	Ins promoter up	Ins promoter up cell count	WT yeast gro inh	WT yeast gro inh mutant strain	MT stabilizer	MT stabilizer Hoechst-high %	MT stabilizer cytotoxicity %	XIAP displacement	b-catenin transl	b-catenin transl cell count 5 µM	CSM14.1 death rescue	Autophagy HCS	Autophagy HCS cell loss 18 h	Hep lipid drop	Hep lipid drop cells 6.5 µM
1	C=CCOc1cccc(C2/C(=C(\O)c3ccc(F)cc3)C(=O)C(=O)N2CCN(C)C)c1 (stereo not drawn)	0.23	-0.23	0.25	0.75	0.59	1184	-6	5	1.8	0.2	21	-4.0%	x	x	-1.1%	i	3	2	710
2	CN(C)c1ccc(C(=O)Nc2nnc(-c3ccc(Cl)cc3)o2)cc1	-0.48	-0.25	0.044	1.2	-0.92	1755	67	73	5.4	1.3	1.4	-3.1%	-2.5	1003	-2.5%	i	-2	-6	622
3	COc1ccc(OC)c(CCNC(=O)C2CCN(c3nnc(-n4cccc4)s3)CC2)c1	1.7	-0.074	1	-1.2	0.14	1011	-11	-16	7.7	3.2	8.0	-0.5%	0.2	1138	1.2%	i	7	x	x
4	O=S(=O)(NCCc1cn2ccccc2n1)c1ccc2c(c1)CCCC2	-0.77	-0.23	0.31	0.42	-0.08	1310	12	2	4.1	2.8	8.4	-3.9%	2.1	493	10%	i	25	-34	733
5	O=C(Nc1ccc2c(c1)oc1ccccc12)c1ccncc1	-0.68	-0.22	-0.1	0.55	0.02	1067	-34	-20	4.1	2.8	6.7	-7.6%	4.2	898	-0.5%	i	3	x	x
6	Cc1ccc(C(=O)OCC(=O)c2c[nH]c3ccccc23)cc1S(=O)(=O)N1CCCCC1	0.96	-0.28	0.17	-0.14	-0.12	1287	9	5	5.1	2.5	1.4	-1.0%	-4.6	493	13%	i	4	0	637
7	O=C1CCN1C1(C(=O)NC2CCCCC2)CCCC1	-0.57	1.1	-0.13	-0.74	0.02	1485	1	-14	2.8	2.7	6.5	-3.6%	x	x	0.3%	i	6	2	730
8	CCOC(=O)C1CCCN(c2c(N3CCN(C)CC3)c(=O)c2=O)C1 (stereo not drawn)	-1.8	0.56	-0.85	0.77	0.56	935	4	10	7.0	2.6	4.9	-3.8%	x	x	-1.3%	i	4	x	x
9	Cc1cc(/C=C(\C#N)C(=O)NC2CC2)c(C)[nH]1	0.067	-0.24	0.25	-0.24	0.26	1342	0	8	2.2	2.7	0.3	-8.2%	-0.3	929	-4.1%	i	-12	43	624
10	Cc1ccc(-c2nc(CSCC(=O)N3CCCC3)c(C)o2)cc1	0.24	-0.25	0.43	0.55	x	x	17	2	4.5	2.4	14	-4.1%	x	x	6.8%	i	9	x	x
11	COC(C[C@H]1O[C@@H]1[C@@H](O)[C@H](C)OCc1ccccc1)OC	-0.15	-0.78	-0.024	0.27	0.23	984	x	x	x	x	x	x	3.6	1380	x	x	x	2	750
12	COc1cccc(OC)c1NC(=O)C1CCCN1C(=O)NCc1ccccc1 (stereo not drawn)	0.15	-0.21	0.37	0.11	0.46	1263	-2	2	4.5	4.3	8.9	-1.3%	-3.3	1134	5.8%	i	12	2	782
13	O=C(O)c1ccc(-c2nnn(Cc3ccccc3F)n2)cc1	0.3	0.37	0.27	-0.69	-0.05	1056	x	x	x	x	x	x	2.5	1277	x	x	x	4	746
14	CCC(NS(=O)(=O)c1ccc(C)cc1)C(=O)N1CCN(c2ccccn2)CC1 (stereo not drawn)	-0.55	-0.28	-0.32	0.65	-0.76	1007	-3	1	2.3	2.8	7.7	-2.9%	-1.4	1108	0.9%	i	1	x	x
15	CCOC(=O)c1c(C)nc2sc(C(N)=O)c(N)c2c1-c1ccc(OC)cc1	0.56	-0.092	0.76	0.71	0.9	1066	15	13	1.4	0.8	7.8	-3.5%	-5.4	1209	-3.5%	i	31	-15	710
16	CCOc1ccc(-c2ccc(/C=C3/C(=N)N4C=CSC4=NC3=O)o2)c([N+](=O)[O-])c1	1	-0.052	0.76	-2.1	0.42	1422	5	-9	4.9	2.2	6.6	-8.3%	2.9	969	-0.8%	i	11	-20	684
17	Cc1ccc(C(C)C)c(OCC(=O)Nc2ccccc2N2CCN(C)CC2)c1	-3.1	1.3	-1.4	-4.5	-3.1	1236	-29	-29	3.6	2.6	9.0	-7.7%	-0.8	1111	7.1%	i	30	-56	663
18	COc1ccc(S(=O)(=O)N2CCCCCC2)cc1NC(=O)Cc1ccccc1F	-0.38	-0.2	-0.068	1.5	-0.31	1127	x	x	x	x	x	x	-0.3	1297	x	x	x	3	717
19	CC(C)CCNC(=O)CC1Nc2c3ccccc3nc(=S)n2C1=O (stereo not drawn)	0.56	-0.014	0.29	-0.049	0.33	893	-7	-7	2.0	1.4	5.3	-7.3%	x	x	-0.3%	i	-4	14	772
20	CCCCN(C)CCOc1ccccc1OCC	-0.54	-0.32	-0.7	0.95	-0.17	1382	0	-20	1.4	3.1	4.4	-0.2%	0.5	975	-2.2%	i	-13	4	653
21	Cn1c(=O)c2c(nc(CN3CCc4ccccc4C3)n2Cc2ccc(Cl)cc2)n(C)c1=O	-0.18	-0.086	0.61	-0.011	0.31	1053	3	2	4.4	2.7	12	-7.5%	1.4	977	-2.8%	i	-5	19	466
22	CCc1ccc(NC(=O)Cn2c(=O)oc3cc(S(=O)(=O)N4CCOCC4)ccc32)cc1	-1.3	-0.26	-0.6	1.1	-0.02	981	5	0	7.9	3.3	5.2	-3.4%	-6.5	1171	-1.1%	i	17	x	x
23	O=C(COC(=O)COc1ccccc1)Nc1ccc(S(=O)(=O)N2CCOCC2)cc1	1.3	-0.32	0.93	0.56	-0.5	1285	-8	11	11	2.5	13	-7.8%	-4.9	1101	0.2%	i	-5	13	693
24	O=C1OCC2=C1C(c1ccc(F)cc1)c1cc3c(cc1N2)OCO3 (stereo not drawn)	0.43	-0.18	0.15	-0.12	-3.2	534	-4	-18	6.9	18	52	-3.3%	74*	573*	x	i	51	u	x
25	Cc1cc(C)nc(N2CCCC(C(=O)NCc3cccs3)C2)n1 (stereo not drawn)	1.1	-0.37	0.89	-0.36	0.39	1146	70*	4.8*	3.8	2.1	23	-1.0%	1.5	1135	-0.6%	i	20	x	x
26	CCn1ncc(Cl)c1C(=O)NC(C)c1ccccc1 (stereo not drawn)	1.9	-0.097	1	-2.4	-0.12	1888	2	-32	4.6	1.3	3.3	-1.4%	-3.3	1139	-1.5%	i	-2	9	703
27	O=C(CSc1ncccn1)n1c2c(c3ccccc31)CCCC2	0.5	-0.21	0.89	-0.76	-1	1372	13	14	2.6	2.0	11	-3.4%	2.3	1427	-1.0%	i	-18	x	x
28	CCc1cc(C(=O)c2ccc(OC)cc2)c(NC(=O)CN2CCN(C)CC2)s1	-0.17	-0.28	-0.21	0.73	-0.12	1257	x	x	x	x	x	x	-3.0	1152	x	x	x	0	699
29	O=C(CN1CCN(Cc2ccccc2Cl)C1=O)N1CCCCCC1	0.22	0.027	0.46	-0.4	-0.37	898	-12	-5	3.0	1.3	7.3	-3.4%	x	x	3.0%	i	6	0	719
30	O=C(CCC1N=C2c3ccccc3N=C(SCc3cccc(Cl)c3)N2C1=O)NCc1ccco1 (stereo not drawn)	3	0.17	2.5	-2.7	-0.68	1325	59*	1.6*	14	1.0	4.6	-5.2%	-3.1	1035	1.3%	i	-59	x	x
31	COc1ccc(CC(NC(C)=O)C(=O)NC2CCN(C(=O)c3ccc([N+](=O)[O-])cc3)CC2)cc1OC (stereo not drawn)	-0.44	-0.22	0.38	-0.63	0.26	913	x	x	x	x	x	x	-0.9	1387	x	x	x	-29	699
32	CC(C)CN(C#N)c1nc(N2CCOCC2)nc(N2CCOCC2)n1	-0.2	-0.068	0.08	-0.16	-0.63	1237	x	x	3.9	2.9	7.8	-3.7%	1.9	1377	-1.0%	i	17	x	x
33	CCCCOc1ccc(NC(=O)c2cc(F)c(F)cc2Cl)cc1	0.06	-0.28	-0.44	0.5	-0.03	1316	11	12	1.7	4.3	3.4	2.5%	2.9	514	-0.8%	i	-3	5	589
34	C(=N\n1cnc2ccccc21)/c1cccnc1	-0.61	0.06	0.021	0.084	x	x	-8	2	0.9	0.7	3.4	-4.6%	x	x	-0.8%	i	-6	14	796
35	CN(CCC#N)C(=O)COC(=O)c1ccc(Cl)c(S(N)(=O)=O)c1	-0.13	-0.28	0.12	0.41	-5.9	655	11	54	2.4	1.6	5.3	0.5%	-3.0	1125	-0.5%	i	-6	3	691
36	CCSc1ccc(C(=O)Nc2cccc(C)n2)cc1[N+](=O)[O-]	-0.45	-0.22	-0.054	0.26	-0.32	1185	-5	13	2.3	3.4	4.3	-10%	2.3	470	-4.0%	i	9	-2	596

Assay outcomes from PubChem.
